# From PubChem BioAssay
# 14-3-3 PPI: modulators of 14-3-3 gamma protein binding, primary screen, biochemical, fluorescence polarization; 14-3-3 protein gamma (Homo sapiens), P61981; FP, 14-3-3gamma / TMR-pS259-Raf peptide binding; inhibition, % at 40 µM; actives 0.19% (n = 160,000); AID 422, 2006; in the data active means inhibition above about 30%;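 further: 0% = protein plus tracer without compound and 100% = blank with tracer alone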
# Target sequence (P61981 whole entry, looked up): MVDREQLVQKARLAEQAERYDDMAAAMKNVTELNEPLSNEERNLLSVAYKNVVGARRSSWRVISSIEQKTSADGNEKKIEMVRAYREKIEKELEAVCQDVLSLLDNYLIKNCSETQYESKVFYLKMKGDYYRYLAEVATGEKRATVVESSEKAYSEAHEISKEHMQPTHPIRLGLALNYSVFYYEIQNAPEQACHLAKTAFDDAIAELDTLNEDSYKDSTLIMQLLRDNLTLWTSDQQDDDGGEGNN
# Starred values were filed as active, the others as inactive; & = joins results of further samples. Not all compounds are listed. The share of hits here may be higher or lower than overall.
SMILES | 14-3-3 PPI
CCN(CC)c1ccc2cc(-c3nnc(Nc4ccc(F)cc4)s3)c(=O)oc2c1 | -156
Clc1ccc2c(N3CCCC3)ccnc2c1 | -4
O=C(Nc1ccc(Oc2ccccc2)cc1)c1ccc(F)c([N+](=O)[O-])c1 | -1
CCC(=O)OCC(=O)c1c(N)n(Cc2ccccc2)c(=O)n(C)c1=O | -12
CCOc1ccc(N2C(=O)C3C4c5ccccc5C(C=Nc5ccccc5C(=O)O)(c5ccccc54)C3C2=O)cc1 (stereo not drawn) | -8
CC(C)=C1SC(N2CCN(Cc3ccccc3)CC2)=NC1=O | 2
COc1ccc(S(=O)(=O)NCCC(=O)N2CCN(C)CC2)cc1 | 4
Cc1ccc(-n2nc3ccc(N)cc3n2)cc1 | -5
O=C(c1ccc2c(c1)C(=O)N(c1ccc(Cl)cc1)C2=O)N1CCN(c2ccccn2)CC1 | 5
CC(C)c1ccc(NC(=O)CCC(=O)O)cc1 | -28
O=C(CN1C(=O)CCC1=O)Nc1nc(-c2nc3ccccc3s2)cs1 | -8
Cc1nnc(NC(=O)c2oc3cc(C)c(C)cc3c2C)s1 | -4
CCN1C(=O)c2cccc3c(S(=O)(=O)N4CCN(c5ccccc5F)CC4)ccc1c23 | -4
Cc1cccc(C)c1NC(=O)C1(N2CCN(C(=O)c3ccco3)CC2)CCCCC1 | -15&3
COc1ccc(CCN2C(=O)c3cccnc3C2=O)cc1OC | 8&-7
O=C(CSc1ccccn1)Nc1ccc2c(c1)oc1ccccc12 | 2
COc1ccc2c(c1)CCc1c(C(=O)Nc3cccc(C(F)(F)F)c3)noc1-2 | -12
CCOC(=O)c1ccc(-n2c(CCC(=O)O)ccc2-c2cccs2)cc1 | -20
O=C(CCC1COc2ccccc2O1)Nc1ccccn1 (stereo not drawn) | -9
COc1cc(Nc2ccc(S(N)(=O)=O)cc2)c([N+](=O)[O-])nc1[N+](=O)[O-] | 14

# Overlap with the part before: two compounds; new compounds follow.
SMILES | 14-3-3 PPI
O=C(CCC1COc2ccccc2O1)Nc1ccccn1 (stereo not drawn) | -9
COc1cc(Nc2ccc(S(N)(=O)=O)cc2)c([N+](=O)[O-])nc1[N+](=O)[O-] | 14
CCOC(=O)C1CCN(C(=O)CCn2c(=O)[nH]c3ccccc3c2=O)CC1 | -1&1
OCCNc1nc(-c2ccccc2)nc2ccccc12 | -12
Cc1cc(NS(=O)(=O)c2ccc(N=Cc3ccccc3O)cc2)no1 | -3
CN(C)C1c2cccc3cccc(c23)C1NS(=O)(=O)c1ccc(Cl)cc1 (stereo not drawn) | -5
CCc1cccc(CC)c1-n1c(CNC(=O)COc2ccccc2)n[nH]c1=S | -6
COCCN1C(=S)NC2c3cc([N+](=O)[O-])ccc3OC1(C)C2C (stereo not drawn) | -2
COC(=O)c1c(NC(C)=O)sc2c1CCCC2 | -6
CCN(CC)Cc1nc2c(c(=O)[nH]1)C1(CCCCC1)Cc1ccccc1-2 | -4
COc1cccc(C(=O)OCCN2C(=O)c3ccccc3C2=O)c1OC | 6
CC1CCN(S(=O)(=O)c2ccc3nc(-c4ccncc4)cc(C(=O)Nc4cccc(C(F)(F)F)c4)c3c2)CC1 | -24
Cc1cc(C)c(NC(=O)OCCN2CCOCC2)c(C)c1 | -10
COc1ccc(N2CCN(CC(=O)Nc3nnc(-c4ccccc4)s3)CC2)cc1 | -14
CCOC(=O)c1c(C)oc2ccc(N(C(=O)c3cccc([N+](=O)[O-])c3)S(=O)(=O)c3ccc4ccccc4c3)cc12 | -36
O=C(c1cccs1)N1CCN(C2CCCCC2)CC1 | -4
O=C(Nc1ccc2oc(-c3cccc4c(Br)cccc34)nc2c1)c1cccnc1 | -27
COC(=O)[C@H](C)NC(=O)Nc1ccccc1F | -2
N#Cc1c(SCC(=O)c2ccccc2)nc2c(c1-c1cccs1)CCCC2 | -19
COc1ccc(C)cc1N=c1c([N+](=O)[O-])nn(-c2ccccc2C)n1O | -13
CCCCC(=O)c1ccc2c(c1)Cc1ccccc1-2 | 3
COc1ccccc1Nc1nc(N)nc(CN2CCCCCC2)n1 | -11
Cc1cc(O)c(C=Nc2cccc(Cl)c2)c(=O)o1 | -3
COc1nc(OC)nc(OCCCl)n1 | 13
CCCN1CCN(C(=O)Cn2cnc3ccc(S(=O)(=O)N4CCC(C)CC4)cc3c2=O)CC1 | -6
COc1cc(C2CC(=O)n3c(nc4ccccc43)S2)cc(OC)c1OC (stereo not drawn) | 2
Cc1nnc(NC(=O)CCC(=O)O)s1 | 6
Cc1cc(NC(=O)c2nn(-c3ccc(Cl)cc3)c(=O)c3ccccc23)no1 | -20
O=C(O)C1Sc2[nH]c(=O)sc2C2c3ccc(O)cc3OC(=O)C12 (stereo not drawn) | -20
O=C(Nc1ccc(Cl)cc1)Nc1nnc(-c2ccccc2Br)s1 | -3
CN(C(=O)c1coc(=O)c2ccccc12)c1ccccc1F | -6
CCN1CCN(CCCNC(=O)c2n[nH]c(=O)c3ccccc23)CC1 | -2
COc1ccc(OCc2nc(-c3cccc([N+](=O)[O-])c3)no2)cc1 | 3
O=C1c2ccc(-c3nc4ccccc4c(=O)o3)cc2C(=O)N1c1cccc2ccccc12 | -3
O=C(c1ccccc1)c1cc(-c2ccccc2)on1 | 5
Cn1c(=O)cc(OCC(=O)N2CCCc3ccccc32)c2ccccc21 | -4
CCOC(=O)C1=C(C)Nc2nc(N)nn2C1c1ccccc1OC (stereo not drawn) | -4
COc1ccc2c(c1)sc1nc(-c3cc4ccccc4oc3=O)cn12 | -3
CN(C)S(=O)(=O)c1ccc(C(=O)N2CCN=C2SCc2cccnc2)cc1 | -4&-1
O=C(CC(NS(=O)(=O)c1ccc(Cl)cc1)c1ccco1)NCc1cccnc1 (stereo not drawn) | 2&-4
OC(c1cccc2ccccc12)c1nccn1Cc1ccccc1 (stereo not drawn) | 2
CCC1CCCCN1C(=O)Cn1c(=O)n(-c2ccc(OC)cc2OC)c(=O)c2c3c(sc21)CCCC3 (stereo not drawn) | -3
CCOC(=O)c1oc2ccccc2c1CSc1nnc(-c2ccco2)o1 | -4
O=C(NC1CCCC1)c1cccnc1N1CCCCCC1 | -1
CC(Nc1cc(N2CCN(C(=O)c3ccccc3Cl)CC2)ccc1[N+](=O)[O-])c1ccccc1 (stereo not drawn) | 3
CC1(C)CC(=O)c2cc(OCC(=O)NCCN3CCOCC3)ccc2O1 | 1
Cc1c(NC(=O)NC(=O)c2ccc(F)cc2)c(=O)n(-c2ccccc2)n1C | -1
CCOC(=O)c1c(NC(=O)CN2CCOCC2)sc2c1CCCC2=O | -5
CCC(=O)N1c2ccccc2NC2=C(C(=O)CCC2)C1c1ccc(Cl)cc1 (stereo not drawn) | 2
CCOC(=O)Cc1csc(NC(=O)CSc2nnc(C)n2C)n1 | -7
O=C(CSc1nc2ccccc2s1)Nc1ccccc1[N+](=O)[O-] | -6
c1coc(-c2ncc[nH]2)c1 | 0
CC1CCN(C(=O)c2ccccc2C(=O)Nc2ccc3[nH]c(=S)sc3c2)CC1 | -26
N#CC1=C(N)OC2=C(C(=O)CCC2)C1c1ccsc1 (stereo not drawn) | -4
CCN1CCN(C(=O)C2CCN(C(=O)c3cc4sccc4n3CC)CC2)CC1 | -3
CCCNC(=O)C1CC(=O)N(c2ccc(OCC(=O)Nc3cc(C)cc(C)c3)cc2)C1 (stereo not drawn) | -2
CCN1CCN(C(=O)C2CCN(S(=O)(=O)CC)CC2)CC1 | 5
Cc1ccc2nc3c(c(C(=O)O)c2c1)CCC3 | 0
O=C(NC1CCCCC1)C1CCC(CNS(=O)(=O)c2ccc(Br)s2)CC1 (stereo not drawn) | -1
COc1ccccc1NC(=O)CSc1nc2ccccc2n1S(=O)(=O)c1cc([N+](=O)[O-])ccc1C | 2
c1coc(CNc2c3c(nc4ccccc24)CCC3)c1 | -18
COC(=O)C1=C(C)NC(=O)CC1c1ccc(F)c(Br)c1 (stereo not drawn) | -10

# Continued:
SMILES | 14-3-3 PPI
CCC1(CC)Cc2ccccc2-c2nc(NCCO)[nH]c(=O)c21 | -5
Cc1ccc(C)c(Cn2nnc3c(=O)[nH]c(C4CCCN(C(=O)C5CCCCC5)C4)nc32)c1 (stereo not drawn) | -11
CC(=O)Nc1ccc(OC(=O)c2cccs2)cc1 | -5
CCOC(=O)c1cnc2c(C)cc(Cl)cc2c1Nc1cccc(O)c1 | -17
CC1CCN(S(=O)(=O)c2ccc(Cl)c3ccccc23)CC1 | 0
O=C(CN1CCCC1)Nc1ccc(NC(=O)Nc2ccccc2Cl)cc1 | -13
CC1(C)Cc2nc3sc4c(c3cc2CO1)N=CN1CCCN=C41 | -2
CCN(CC)CCCN1C(=O)C(=O)/C(=C(/O)c2c(C)nc3ccccn23)C1c1ccc(C)o1 (stereo not drawn) | -10
CC(OC(=O)c1nsc(Cl)c1Cl)C(=O)NCc1cccs1 (stereo not drawn) | -7
O=C(CSc1cc(Cl)ccc1Cl)NCC1CCCO1 (stereo not drawn) | -5
O=C(COC(=O)c1ccccc1)NCC1CCCO1 (stereo not drawn) | -9
COc1ccc(OC(C)C(=O)Nc2ncn[nH]2)cc1 (stereo not drawn) | -6
O=C(C1CCCN(Cc2cccc(Cl)c2)C1)N1CCCCC1 (stereo not drawn) | -4
Cc1cc(NC(=O)CSc2nnc(COc3ccccc3)n2Cc2ccco2)no1 | 1
COc1ccc(C2=NN(CC(=O)NCc3ccc4c(c3)OCO4)C(=O)CC2)cc1 | -2
CC(=O)c1cccc(NC(=O)CCS(=O)(=O)c2cccc3nsnc23)c1 | -100
Cc1nnc(NC(=O)C(C)(C)C)s1 | -3
CCOC(=O)C(C)(C)NS(=O)(=O)c1ccc(Cl)c([N+](=O)[O-])c1 | -3
COc1ccc(-c2nc3cc(NC(=O)c4cc5ccccc5cc4OC)ccc3o2)cc1 | -28
CCCc1nc2ccccc2c(C(=O)OC2CCOC2=O)c1CC (stereo not drawn) | -7

# Fetched one by one from the entries so far, 2 records:
SMILES | 14-3-3 PPI
Cc1ccc(C)c(Cn2nnc3c(=O)[nH]c(C4CCCN(C(=O)C5CCCCC5)C4)nc32)c1 (stereo not drawn) | -11
CCOC(=O)C(C)(C)NS(=O)(=O)c1ccc(Cl)c([N+](=O)[O-])c1 | -3

# Next part
SMILES | 14-3-3 PPI
CCSc1nnc(-c2cccc(S(=O)(=O)N(C)C)c2)n1-c1cc(OC)ccc1OC | -2
COc1ccc(Cl)cc1NC(=O)CSc1nc2c([nH]c3ccccc32)c(=O)n1C | -9
O=C(NCc1ccccc1Cl)c1ccc2c(=O)n(-c3ccccc3)c(=O)[nH]c2c1 | 0
COC(=O)C1=C(C)N=c2s/c(=C/c3cccs3)c(=O)n2C1c1cccs1 (stereo not drawn) | -3
CC(C)N1C(=O)CN(C2CCCCCC2)C(=O)C1c1ccc(F)cc1 (stereo not drawn) | -1
Cc1ccc(C2=NN(CC(=O)NCCCOC(C)C)C(=O)CC2)cc1 | -8
Cc1ccc(-n2nc3c(c2NC(=O)c2ccccc2C)CSC3)cc1 | -5
O=C(COC(=O)c1ccccc1Cl)c1ccc(-c2ccccc2)cc1 | -10
O=C(NCCC1=CCCCC1)c1c[nH]c2ccc(S(=O)(=O)Nc3ccc4c(c3)OCCO4)cc2c1=O | -17
COc1ccc(OCC(=O)Nc2ccc(-c3nc4cc(C(C)C)ccc4o3)cc2)cc1 | -5
COc1ccc(-c2nc(SC)n[nH]2)cc1OC | -2
COc1cccc(C2CC(c3ccccc3C)n3nc(N)nc3N2)c1 (stereo not drawn) | 3
COc1ccc(N2C(=O)c3cccc4c(N5CCOCC5)c([N+](=O)[O-])cc(c34)C2=O)cc1 | -4
CCc1ccc2oc(=O)cc(CN3CCOCC3)c2c1 | -1
CCCCNC(=O)c1ccc2c(c1)ncn2-c1cc(OC)ccc1OC | -219
COc1ccc(C2C(C(=O)N3CCN(c4cccc(Cl)c4)CC3)CCC(=O)N2c2cc(OC)c(OC)c(OC)c2)cc1 (stereo not drawn) | -8
COC(=O)c1cnn(C(=O)c2cc(OC)ccc2Br)c1N | -3&-1
CNc1oc(-c2ccccc2Cl)nc1C#N | -8
O=C(O)CSC12CC3CC(C1)CC(C(=O)O)(C3)C2 | -5
COc1ccc(OC)c(C(=O)CSc2nnc(-c3cccs3)n2C)c1 | -9
OCCN1CCN(Cc2cc(Br)cc(Br)c2O)CC1 | 5
CCCS(=O)(=O)N1CCC(C(=O)NCCN2CCC(Cc3ccccc3)CC2)CC1 | -5
COc1ccc(S(=O)(=O)NC2(C(F)(F)F)N=C3SCCN3C2=O)cc1 (stereo not drawn) | -1
CC(=O)Nc1nc2c(c3c1c(=O)oc1ccccc13)CCCC2 | -4&-1
CCOC(=O)c1cnc2c(OC)cccc2c1NCCCOC | -6
OCC#CCSc1nnc(-c2ccccc2Br)o1 | -1
CCNC(=O)CC1Nc2cc(C)c(C)cc2NC1=O (stereo not drawn) | -9
COc1ccc(C(=O)N2CC(=O)Nc3ccc(C)cc3C2c2ccc(F)cc2)cc1 (stereo not drawn) | -9
CCOC(=O)C1=C(C)NC(=O)NC1c1c(O)ccc2ccccc12 (stereo not drawn) | 3
COc1ccc(C(=O)C[n+]2ccc3c(c2)nnn3C)cc1 | 4
COc1ccc(NC(=O)c2cc(-c3ccc(F)cc3)on2)c(OC)c1 | -11
CCOC(=O)N1CCC(NC(=O)CN2C(=O)COc3ccc(C(C)(C)C)cc32)CC1 | 0
O=C(c1n[nH]c(=O)c2ccccc12)N1CCN(c2ccccc2F)CC1 | -5
O=C(COc1ccccc1)Nc1ccc(S(=O)(=O)Nc2ncccn2)cc1 | 1
CCOC(=O)c1c(NC(=O)CCN2CCC(C)CC2)sc2c1CCCCC2 | -2

# Copied from the list:
# 14-3-3 PPI result of `c1coc(CNc2c3c(nc4ccccc24)CCC3)c1` reads -18
# 14-3-3 PPI result of `CCOC(=O)c1cnc2c(OC)cccc2c1NCCCOC` reads -6
# 14-3-3 PPI result of `COC(=O)[C@H](C)NC(=O)Nc1ccccc1F` reads -2
# 14-3-3 PPI result of `Cc1cc(NC(=O)c2nn(-c3ccc(Cl)cc3)c(=O)c3ccccc23)no1` reads -20
# 14-3-3 PPI result of `CCCS(=O)(=O)N1CCC(C(=O)NCCN2CCC(Cc3ccccc3)CC2)CC1` reads -5
